# hcGAS inh: inhibitors of human cGAS | recombinant h-cGAS, ATP depletion, Kinase-Glo luminescence | inhibition, % at 12.5 µM | actives 0.081% (n = 290,000) | AID 1259398;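 note: 0% = vehicle reaction and 100% = reaction without DNA for no activity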
# Target sequence (Q8N884 whole entry, looked up): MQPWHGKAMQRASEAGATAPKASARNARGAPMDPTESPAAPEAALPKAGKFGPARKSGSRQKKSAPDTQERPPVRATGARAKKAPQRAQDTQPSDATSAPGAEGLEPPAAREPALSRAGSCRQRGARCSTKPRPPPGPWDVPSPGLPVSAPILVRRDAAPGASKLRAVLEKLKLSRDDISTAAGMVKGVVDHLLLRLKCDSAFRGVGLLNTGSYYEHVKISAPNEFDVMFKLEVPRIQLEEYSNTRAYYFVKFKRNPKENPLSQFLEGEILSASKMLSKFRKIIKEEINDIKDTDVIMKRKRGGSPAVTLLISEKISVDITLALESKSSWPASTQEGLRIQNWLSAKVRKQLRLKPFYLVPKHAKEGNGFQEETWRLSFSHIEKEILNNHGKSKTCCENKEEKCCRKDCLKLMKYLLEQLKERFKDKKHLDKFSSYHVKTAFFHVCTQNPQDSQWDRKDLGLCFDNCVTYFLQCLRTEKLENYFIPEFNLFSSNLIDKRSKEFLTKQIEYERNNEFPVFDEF
# NPYLR7 ag: activates Aedes aegypti NPYLR7 receptor | HEK293T NPYLR7/Galpha15, GCaMP6s calcium fluorescence | activation, % at 10 µM | actives 0.15% (n = 270,000); in the data active = activation above about 40%;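 note: 0% = vehicle and 100% = reference agonist at the receptor; some compounds past the cut are filed as inactive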
# mcGAS inh: blocks mouse cGAS activity. Q8C6L5. recombinant cGAS, Kinase-Glo ATP depletion luminescence. inhibition, % at 12.5 µM. actives 0.15% (n = 160,000). AID 1259399;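 note: 0% = negative control wells and 100% = reference inhibitor with no enzyme activity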
# * hit, by the source's call; · = not tested or not shown; & = joins results of further samples; ! = not confirmed by another sample. Cut-off read from the data, not from the text of the source, unless noted: active = inhibition above about 40%; inactive = the rest.
> Cc1onc(C(=O)NCC2CCCO2)c1[N+](=O)[O-] (stereo unspecified)
  hcGAS inh: -9 | NPYLR7 ag: 12 | mcGAS inh: -3

> Cc1noc(-c2cccc(F)c2)c1C(=O)N(C)CCc1ccccn1
  hcGAS inh: -4 | NPYLR7 ag: 3 | mcGAS inh: -5

> O=C1CSC(c2cn(-c3ccccc3)nc2-c2ccccc2)N1CCO (stereo unspecified)
  hcGAS inh: -6 | NPYLR7 ag: -2 | mcGAS inh: -6

> NS(=O)(=O)c1ccc(CCNC(=O)CCCn2nc(-c3ccco3)ccc2=O)cc1
  hcGAS inh: 8 | NPYLR7 ag: 5 | mcGAS inh: 0

> CCCN(Cc1csc(COc2ccc(OC)cc2)n1)C(=O)c1ccc(C)cc1
  hcGAS inh: -4 | NPYLR7 ag: 30 | mcGAS inh: -5

> CC(/C=C1\N=C(c2ccc(C)c(C)c2)OC1=O)=C\c1ccccc1
  hcGAS inh: -6 | NPYLR7 ag: -1 | mcGAS inh: ·

> O=C(CSCc1ccc(Cl)c2cccnc12)Nc1ccccc1
  hcGAS inh: 2 | NPYLR7 ag: 1 | mcGAS inh: ·

> CNc1nc2cnc(Nc3cccc(C)c3)cc2n1CCOC
  hcGAS inh: -3 | NPYLR7 ag: 12 | mcGAS inh: -6

> CC=CCn1c(=O)c2c(nc3n2C(C)C(C)=NN3CC(N)=O)n(C)c1=O (stereo unspecified)
  hcGAS inh: -7 | NPYLR7 ag: 8 | mcGAS inh: -8

> COc1ccc(CNC(=O)C2CC=CCC2C(=O)N2CCc3c([nH]c4ccccc34)C2)c(OC)c1 (stereo unspecified)
  hcGAS inh: -3 | NPYLR7 ag: 14 | mcGAS inh: -6

> Cc1ccc(-c2cc(C(F)(F)F)n3ncc(C(=O)NC(C)(C)CC(C)(C)C)c3n2)cc1
  hcGAS inh: -1 | NPYLR7 ag: -6 | mcGAS inh: -4

> CC12CC(c3cc(Cl)ccc3O1)C(S(=O)(=O)c1ccc(F)cc1)C(=O)N2 (stereo unspecified)
  hcGAS inh: -11 | NPYLR7 ag: 5 | mcGAS inh: -7

> Brc1cccc(C2CC(c3ccccc3)Nc3ncnn32)c1 (stereo unspecified)
  hcGAS inh: -7 | NPYLR7 ag: 0 | mcGAS inh: ·

> CNCC(=O)NC1CC(=O)N(c2ccccc2OC)C1 (stereo unspecified)
  hcGAS inh: -6 | NPYLR7 ag: 2 | mcGAS inh: -14

> Cc1cc(C(F)(F)F)nn1CC(=O)Nc1ccc(OC(F)(F)F)cc1
  hcGAS inh: -3 | NPYLR7 ag: 5 | mcGAS inh: -7

> Cc1ccc(CN(C)C(C)c2nc(C)sc2C)o1 (stereo unspecified)
  hcGAS inh: -2 | NPYLR7 ag: 3 | mcGAS inh: -10

> CCc1cc(NCc2nc3ccccc3c(=O)[nH]2)nc(N2CCOCC2)n1
  hcGAS inh: -6 | NPYLR7 ag: 7 | mcGAS inh: ·

> CCOc1cccc2cc(-c3nc4ccccc4[nH]3)c(=Nc3ccccc3Cl)oc12
  hcGAS inh: -1 | NPYLR7 ag: 16 | mcGAS inh: -6

> NC(=O)c1ccc(NCC(=O)N2CCC2c2ccc(Cl)cc2)cc1 (stereo unspecified)
  hcGAS inh: -16 | NPYLR7 ag: 0 | mcGAS inh: -15

> Cc1nc(C(C)NC(=O)Cn2nnnc2CN2CCc3ccccc3C2)c(C)s1 (stereo unspecified)
  hcGAS inh: -5 | NPYLR7 ag: -5 | mcGAS inh: -6

> Cc1ccc(C=Nn2cnc3sc(C)c(C)c3c2=O)o1
  hcGAS inh: 2 | NPYLR7 ag: -21 | mcGAS inh: ·

> CCCCCCNC(=O)c1cc(-c2cccc(OC)c2)nn1-c1ccccc1
  hcGAS inh: 0 | NPYLR7 ag: -3 | mcGAS inh: 2

> Cc1noc(C)c1NC(=O)c1ccc(CN2CCCC2c2ccccn2)cc1 (stereo unspecified)
  hcGAS inh: -5 | NPYLR7 ag: 15 | mcGAS inh: ·

> COc1ccc(CCN(C)C2CCCN(C(=O)CC3=CCCCC3)C2)cc1OC (stereo unspecified)
  hcGAS inh: -4 | NPYLR7 ag: 1 | mcGAS inh: -8

> CCOC(=O)C1(Cc2cccc(Cl)c2)CCCN(C(=O)C2=C(C)OCCO2)C1 (stereo unspecified)
  hcGAS inh: -7&-3 | NPYLR7 ag: 6&-10 | mcGAS inh: -4

# Another view of two compounds above:
# Values run as follows: hcGAS inh | NPYLR7 ag | mcGAS inh
- Cc1cc(C(F)(F)F)nn1CC(=O)Nc1ccc(OC(F)(F)F)cc1
→ -3 | 5 | -7
- Cc1ccc(CN(C)C(C)c2nc(C)sc2C)o1 (stereo unspecified)
→ -2 | 3 | -10

# (cont.)
> Cc1ccccc1C(=O)NC1CC(C)(C)Cc2nc(N3CCOCC3)ncc21 (stereo unspecified)
  hcGAS inh: -5 | NPYLR7 ag: 8 | mcGAS inh: ·

> Cc1cc2nc(-c3cc(NC(=O)c4ccc(C)c([N+](=O)[O-])c4)ccc3O)oc2cc1C
  hcGAS inh: -1 | NPYLR7 ag: 10 | mcGAS inh: -6

> CCOC(=O)c1nn(CC)c2c1CN(C(=O)c1cc(-c3ccsc3)n[nH]1)CC2
  hcGAS inh: -14 | NPYLR7 ag: 11 | mcGAS inh: -6

> COc1ccc(S(=O)(=O)NCC2CCCN(C(=O)CSc3ccccc3)C2)cc1 (stereo unspecified)
  hcGAS inh: -7&4 | NPYLR7 ag: 50*! | mcGAS inh: 1

> O=C1CSC(c2ccc(F)cc2)N1Cc1ccccc1 (stereo unspecified)
  hcGAS inh: 7 | NPYLR7 ag: -11 | mcGAS inh: 2

> Cc1ccc2nc(N(CCCn3ccnc3)C(=O)Cc3ccc(F)cc3)sc2c1
  hcGAS inh: -3 | NPYLR7 ag: -8 | mcGAS inh: -6

> C=CCc1ccccc1OCCN(C)C(=O)c1ccc2[nH]c(=O)c(=O)[nH]c2c1
  hcGAS inh: -7 | NPYLR7 ag: 6 | mcGAS inh: -11

> O=c1cc(CSc2nc3ccccc3s2)nc2ccc(Br)cn12
  hcGAS inh: -7 | NPYLR7 ag: 5 | mcGAS inh: ·

> Cc1ccccc1SCCC(=O)NCc1ccc(F)cc1
  hcGAS inh: 2 | NPYLR7 ag: 4 | mcGAS inh: ·

> CC1=NN(CCN2CCOCC2)c2nc3c(c(=O)n(CCC(C)C)c(=O)n3C)n2C1
  hcGAS inh: -2 | NPYLR7 ag: 2 | mcGAS inh: ·

> Cc1ccc(CSc2nnc(-c3ccccc3C)n2-c2ccccc2)cc1
  hcGAS inh: -5 | NPYLR7 ag: · | mcGAS inh: -5

> O=C(CNC(=O)c1ccco1)NCCCCOc1ccc(F)cc1
  hcGAS inh: -4 | NPYLR7 ag: -7 | mcGAS inh: ·

> COc1ccc(-c2nnc3ccc(OCCNC(=O)c4ccccc4)nn23)cc1OC
  hcGAS inh: 13 | NPYLR7 ag: 2 | mcGAS inh: ·

> O=C(CCN(c1nc(C2CC2)nc2cc(Cl)ccc12)C1CCCCC1)NC1CC1
  hcGAS inh: -2 | NPYLR7 ag: 10 | mcGAS inh: -2

> NC(=O)COC1CCN(C(C(=O)NC2CC2)c2ccccc2)C1 (stereo unspecified)
  hcGAS inh: -8 | NPYLR7 ag: 7 | mcGAS inh: ·

> C=Cc1ccc(CN2C(=O)CCC2c2nc(C)no2)cc1 (stereo unspecified)
  hcGAS inh: -11 | NPYLR7 ag: -1 | mcGAS inh: ·

> COc1ccc(CC(=O)NN=Cc2cc(O)c(O)c(OC)c2)cc1OC
  hcGAS inh: -5 | NPYLR7 ag: 1 | mcGAS inh: -8

> CC(C)c1ccc(NC(=O)C2CC23c2ccccc2-c2ccccc23)cc1 (stereo unspecified)
  hcGAS inh: -2 | NPYLR7 ag: -11 | mcGAS inh: -6

> Cc1ccc(CN(Cc2nc[nH]c2C)C2CC2)s1
  hcGAS inh: -2 | NPYLR7 ag: 1 | mcGAS inh: ·

> CC(NC(=O)c1csc(COc2ccc(Cl)cc2)n1)c1ccccc1 (stereo unspecified)
  hcGAS inh: -4 | NPYLR7 ag: 8 | mcGAS inh: -3

> CCn1ccnc1CN(C)C(=O)CCc1nnc(Cc2cccc(C(F)(F)F)c2)o1
  hcGAS inh: -8 | NPYLR7 ag: 5 | mcGAS inh: ·

> CC1CCCC(C)N1C(=O)COc1ccc(C(=O)NN=Cc2cc(Br)ccc2O)cc1 (stereo unspecified)
  hcGAS inh: -8 | NPYLR7 ag: -5 | mcGAS inh: -7

> COc1ccccc1N1CCN(c2ccc(NC(=O)c3ccc4c(c3)OCO4)cc2C(=O)NCc2ccccc2)CC1
  hcGAS inh: 1 | NPYLR7 ag: 22 | mcGAS inh: -4

> CNC(=O)c1ccc(OCc2cccc(F)c2)cc1
  hcGAS inh: -9 | NPYLR7 ag: -1 | mcGAS inh: ·

> CSc1ncccc1C(=O)N1CCc2c([nH]c3ccccc23)C1c1ccccn1 (stereo unspecified)
  hcGAS inh: -7 | NPYLR7 ag: 18 | mcGAS inh: -10

# Some values from above:
# For mcGAS inh, Cc1noc(-c2cccc(F)c2)c1C(=O)N(C)CCc1ccccn1 shows -5
# For NPYLR7 ag, COc1ccc(CC(=O)NN=Cc2cc(O)c(O)c(OC)c2)cc1OC shows 1
# For hcGAS inh, CC1=NN(CCN2CCOCC2)c2nc3c(c(=O)n(CCC(C)C)c(=O)n3C)n2C1 shows -2
# For NPYLR7 ag, O=C(CSCc1ccc(Cl)c2cccnc12)Nc1ccccc1 shows 1
# For NPYLR7 ag, CNC(=O)c1ccc(OCc2cccc(F)c2)cc1 shows -1

# One compound at a time, from the list above:
# `Cc1ccc(CN(Cc2nc[nH]c2C)C2CC2)s1` is listed as hcGAS inh = -2; NPYLR7 ag = 1; mcGAS inh = ·
# `Cc1ccc2nc(N(CCCn3ccnc3)C(=O)Cc3ccc(F)cc3)sc2c1` is listed as hcGAS inh = -3; NPYLR7 ag = -8; mcGAS inh = -6

# (cont.)
> Cc1c(NCc2cccnc2)cccc1C(=O)NCc1cc(C(C)C)no1
  hcGAS inh: -8 | NPYLR7 ag: 18 | mcGAS inh: ·

> COCCN=c1scc(-c2cc(OC)ccc2OC)n1N=C1CCc2ccccc21
  hcGAS inh: -6 | NPYLR7 ag: 4 | mcGAS inh: -10

> CCOC(=O)C(CC)Sc1nnc(NC(=O)c2cc(C(F)(F)F)cc(C(F)(F)F)c2)s1 (stereo unspecified)
  hcGAS inh: -2 | NPYLR7 ag: 6 | mcGAS inh: -3

> O=C(NCCC12CC3CC(CC(C3)C1)C2)Nc1cn[nH]c1
  hcGAS inh: -5 | NPYLR7 ag: 5 | mcGAS inh: -15

> CC(C)(C)c1ccc(C(=O)Nc2ccc(N3CCC(Cc4ccccc4)CC3)c(C(=O)N3CCCC3)c2)cc1
  hcGAS inh: -7 | NPYLR7 ag: 19 | mcGAS inh: -5

> CCOC(=O)C1=C(C)N(CC)C(=S)NC1c1ccc(NC(=O)Nc2ccc(Cl)cc2)cc1 (stereo unspecified)
  hcGAS inh: -4 | NPYLR7 ag: -4 | mcGAS inh: -5

# Just mcGAS inh, for four of the compounds above:
SMILES,mcGAS inh
Cc1cc2nc(-c3cc(NC(=O)c4ccc(C)c([N+](=O)[O-])c4)ccc3O)oc2cc1C,-6
CCOC(=O)c1nn(CC)c2c1CN(C(=O)c1cc(-c3ccsc3)n[nH]1)CC2,-6
COc1ccc(S(=O)(=O)NCC2CCCN(C(=O)CSc3ccccc3)C2)cc1 (stereo unspecified),1
O=C1CSC(c2ccc(F)cc2)N1Cc1ccccc1 (stereo unspecified),2
